TDP-43 yeast inh = rescues yeast growth from TDP-43 toxicity. TDP-43 expressing yeast growth rescue, BacTiter-Glo, 24 h. Potency, µM (doses to about 46.1 µM), without a hit: at the highest dose growth rescue (activation), hits mostly activators. hit rate 1.8% among 410,000. AID 652104; further: potency means the concentration at half of the fitted maximal effect; % of control where 0% means no effect; nearly all actives have a fitted effect of over 50% in size
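Readout is BacTiter-Glo luminescence of cell growth, so inhibitors register as activators. TDP-43-expressing yeast at OD600=0.02 in galactose medium, after raffinose pregrowth to mid-log, were incubated with compound for 24 hr at 30 deg C.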
Mm-Cpn inhibitor = blocks the Methanococcus maripaludis chaperonin Mm-Cpn; AID 504842; hit rate 0.031% among 330,000; purified Mm-Cpn ATPase, ADP Transcreener TR-FRET; Potency, µM (series often up to 76.9 µM), for inactives: top-dose activity, negative = inhibition, actives largely listed as inhibitors; further: potency means the concentration at half of the fitted maximal effect; on the % scale 0 is the no-effect control and ±100 the full control effect; nearly all actives have a fitted effect of over 80% in size
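Compound-treated chaperonin, 25 nM final, turns over 10 uM ATP at 37°C for 30 min following a 10 min preincubation; ADP generated competes with ADP-d2 for Eu-cryptate antibody, lowering FRET.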
PTHR1 ag = PTHR1 (human) receptor agonism. hit rate 0.075% among 410,000. HEK293 GP2 PTHR1 cells, GloSensor cAMP luminescence, 1 h. Potency, µM (top dose mostly 115 µM), for the others: at the highest dose activation, actives largely listed as activators; further: potency means the concentration at half of the fitted maximal effect; nearly all actives have a fitted effect of over 55% in size; some results filed as inactive show a strong effect at the top dose; inactives centre near -15; many of its hits are not listed in these tables
Target sequence (Q03431 whole entry, looked up): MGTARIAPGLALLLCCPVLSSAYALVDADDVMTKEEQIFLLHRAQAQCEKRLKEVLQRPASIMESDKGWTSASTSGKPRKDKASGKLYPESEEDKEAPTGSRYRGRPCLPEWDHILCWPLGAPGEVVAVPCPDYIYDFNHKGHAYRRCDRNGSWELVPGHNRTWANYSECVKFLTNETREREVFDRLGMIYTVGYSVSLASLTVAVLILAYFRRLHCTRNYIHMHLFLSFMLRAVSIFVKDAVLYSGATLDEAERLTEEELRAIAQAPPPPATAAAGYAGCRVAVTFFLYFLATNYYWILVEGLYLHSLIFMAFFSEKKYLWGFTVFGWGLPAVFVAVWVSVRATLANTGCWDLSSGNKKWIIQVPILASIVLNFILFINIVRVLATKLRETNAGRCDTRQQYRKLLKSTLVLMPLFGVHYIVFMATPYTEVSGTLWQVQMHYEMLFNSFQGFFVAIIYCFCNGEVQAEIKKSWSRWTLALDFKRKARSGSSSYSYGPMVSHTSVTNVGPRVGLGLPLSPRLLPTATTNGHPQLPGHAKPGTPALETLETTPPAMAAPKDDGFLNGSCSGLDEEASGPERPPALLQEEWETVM
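HEK-293-derived GP2 cells expressing PTHR1 and a GloSensor cAMP reporter, 3,000/well, plated overnight, given luciferin plus IBMX (each 0.5 mM as added) for 1 h at 37 °C, then compound for 1 h at 37 °C. Luminescence was read after 15 min at room temperature.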
Akt phos inh = inhibitors of Akt phosphorylation | Neuro2A IGF-stimulated pAkt S473 HTRF, 20 min; stronger effect = lower value | activity change, % for hits at 50 µM | hit rate 0.32% among 360,000 | AID 651550; in the data active means activity change below about -80%; inconclusive means mostly about -51% to -80%; further: on the % scale 0 is the no-effect control and ±100 the full control effect
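Single-point screen (50 µM final compound) in Neuro2A cells stimulated 20 min with 6 nM IGF at 37 deg C. After lysis, Ser473-phosphorylated Akt read by HTRF (ex 330 nm, em 615/665 nm) as the 665/615 ratio.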
GLP1R cytotox = cytotoxicity in counter-screen for GLP-1R inverse agonists. hit rate 0.13% among 410,000. HEK293 cAMP-luciferase reporter cells, luminescence, 24 h. Potency, µM (top dose mostly 38.3 µM), for inactives: at the top dose activity change, negative = inhibition, hits mostly inhibitors. AID 624418;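 further: loss of luciferase light is scored as toxicity; potency means the concentration at half of the fitted maximal effect; on the % scale 0 is the no-effect control and ±100 the full control effect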
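To flag toxic compounds, the library was rerun on cells for 24 hr at 37 deg C and 5% CO2. Viability-linked luminescence was captured 12 min after adding luciferase detection reagent.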
aSyn yeast inh = rescues yeast growth from alpha-synuclein toxicity | Yeast expressing alpha-synuclein, growth rescue, BacTiter-Glo, 24 h | Potency, µM (highest dose often 46.1 µM), for the others: at the highest dose growth rescue (activation), most hits filed as activators | hit rate 0.14% among 370,000 | AID 652106; further: potency means the concentration at half of the fitted maximal effect; % of control where 0% means no effect; nearly all actives have a fitted effect of over 65% in size
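Galactose-induced alpha-syn yeast (OD600=0.02, raffinose-pregrown) + pinned cpd, 24 hr, 30 deg C; growth by BacTiter-Glo luminescence. Growth restoration scores as activation.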
Abeta yeast res = A-beta toxicity reversal in yeast | yeast expressing A-beta42, growth rescue, OD600, 48 h; response scale: 0% DMSO, 100% iron-clioquinol control | Potency, µM (top dose mostly 46.1 µM), for the others: at the highest dose growth rescue, usual class: activators | hit rate 0.063% among 410,000 | AID 1347071; further: potency means the concentration at half of the fitted maximal effect; nearly all actives have a fitted effect of over 55% in size
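Growth rescue measured by 600 nm absorbance after 48 h yeast culture at 30 C with compound. Values normalized between DMSO and an equimolar ferric chloride plus clioquinol control.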
GLP1R inv ag = acts as inverse agonist at human GLP-1 receptor; P43220; HEK293 GLP-1R CRE-luciferase, luminescence, 24 h; GLP-1R form is constitutively active; Potency, µM (series often up to 38.3 µM), for inactives: at the top dose activity change, negative = inhibition, hits mostly inhibitors; hit rate 1.6% among 410,000; AID 624417; further: potency means the concentration at half of the fitted maximal effect; on the % scale 0 is the no-effect control and ±100 the full control effect; nearly all actives have a fitted effect of over 55% in size
Target sequence (P43220 whole entry, looked up): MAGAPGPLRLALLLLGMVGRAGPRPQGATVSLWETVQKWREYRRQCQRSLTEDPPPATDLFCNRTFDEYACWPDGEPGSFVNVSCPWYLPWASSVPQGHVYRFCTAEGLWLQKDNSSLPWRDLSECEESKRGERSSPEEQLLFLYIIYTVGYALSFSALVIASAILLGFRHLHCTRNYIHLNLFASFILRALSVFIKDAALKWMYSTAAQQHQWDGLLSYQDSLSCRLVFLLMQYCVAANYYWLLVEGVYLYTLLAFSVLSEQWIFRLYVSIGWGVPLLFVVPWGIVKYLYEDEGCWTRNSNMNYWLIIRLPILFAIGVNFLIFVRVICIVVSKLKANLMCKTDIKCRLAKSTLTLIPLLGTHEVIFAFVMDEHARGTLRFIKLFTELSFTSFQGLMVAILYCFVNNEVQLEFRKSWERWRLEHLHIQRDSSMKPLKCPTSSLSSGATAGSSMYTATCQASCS
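Stable HEK293 clone (constitutively active GLP-1R + cAMP-response luciferase); 200 cells/uL plated, 12 h pre-culture, compound 24 hr, 37 deg C/5% CO2; detection reagent 12 min RT; luminescence.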
FUS suppressor = rescues growth of FUS-expressing yeast; S. cerevisiae FUS-expressing, growth rescue, OD600, 24 h; Potency, µM (doses to about 76.6 µM), inactives show at the top dose growth rescue (activation), usual class: activators; hit rate 0.24% among 390,000; AID 1347120;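 further: potency means the concentration at half of the fitted maximal effect; plate controls were DMSO vehicle for no effect and reference control for full effect; nearly all actives have a fitted effect of over 55% in size; some results filed as inactive show a strong effect at the top dose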
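Cultures pregrown in 2.5% raffinose medium are shifted to minimal medium containing 2% galactose to express toxic FUS. Compounds are tested at several concentrations. After 24hr at 30C, growth is quantified at 600 nm absorbance.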
Starred values were filed as active, the others as inactive; i = inactive; u = inconclusive; x = no result given; & = joins results of further samples; [ ] = remark or other dose. Unless noted, the call rests on the fitted dose curve; in most records, active means well fitted curve in the direction sought with a large enough effect; inconclusive means small, poorly fitted or top-dose-only effect, or another doubt; inactive means no such curve, though single readings can be large; an effect the other way counts as inactive or inconclusive.

SMILES	TDP-43 yeast inh	Mm-Cpn inhibitor	PTHR1 ag	Akt phos inh	GLP1R cytotox	aSyn yeast inh	Abeta yeast res	GLP1R inv ag	FUS suppressor
CCCNC(=O)CCn1nc(-c2ccccc2)c2ccccc2c1=O	-12%&0%	-1%	i	i	8%&1%	-5%	-17%&-8%	9%&5%	-15%&16%
CC1(C(=O)NCc2ccccc2)CSCC(=O)N1CCCn1ccnc1 (configuration not stated)	7%	x	-16%	i	3%	-5%	-17%	0%	-12%
CC(NC(=O)COC(=O)c1cc(NS(=O)(=O)c2ccc(Cl)c([N+](=O)[O-])c2)ccc1O)C1CC2CCC1C2 (configuration not stated)	5%	0%	-33%[inhibitor]	i	u	-1%	10%	u	x
O=C1c2cccc3cccc(c23)C(=O)N1OS(=O)(=O)c1ccc(Br)cc1	-1%	1%	i	i	4%	-1%	-1%	-2%	1%
CC1CC(=O)N(CC(=O)N2CCCC2)c2ccccc2S1 (configuration not stated)	-26%	0%	-3%[57.5 µM]	x	-21%	-8%	-2%	0%	14%
O=C(CSC1=NS(=O)(=O)c2ccccc2N1)NCc1ccc(F)cc1	4%	-2%	i	i	-1%	-12%	-3%	8%	9%
C[C@H]1COC(=O)[C@H](Cc2ccc(F)cc2)C/C=C\C[C@@H](CC(=O)NCCO)C(=O)N1	1%	-1%	i	i	-5%	5%	3%	11%	21%
CC1(C)CNC(=O)c2sc(NC(=O)c3ccccc3Cl)nc2C1	8%	3%	i	i	2%	-1%	13%	31%	21%
C#CCOCCOCCOCCNc1nc(N2CCN(C(=O)CCCCCCCCCCNC(=O)[C@@H]([C@H](C)O)n3cc(C)nn3)CC2)nc(N2CCN(C(=O)CCCCCCCCCCNC(=O)[C@@H]([C@H](C)O)n3cc(C)nn3)CC2)n1	6%	2%	12%	i	1%	4%	8%	71%[activator]	u
COc1ccc(S(=O)(=O)N2CCC3CC2c2cc(N4CCOCC4)ccc23)cc1 (configuration not stated)	-7%	x	-58%[inhibitor]	i	-6%	-3%	0%	-6%	-28%
CCn1c2ccccc2c2cc(NC(=O)C(C)Oc3ccccc3)ccc21 (configuration not stated)	-8%	-3%	i	x	5%	10%	19%	u	12%
O=C(NC(=S)NC1CCCCC1)c1ccc(F)cc1	26%	-1%	-28%	i	u	-14%	u	u	13%
CCCCCCn1cnc2c(c1=O)c1nc3ccccc3nc1n2/N=C/c1ccco1	-17%	0%	-17%[57.5 µM]	i	2%	-6%	10%	10%	27%
Cc1ccc(S(=O)(=O)N2CCN(C(=O)CN3C(=O)CNC3=O)CC2)cc1	10%	0%	i	i	-7%	21%	-3%	2%	-5%
CCC/C(O)=C1\C(=O)CC(C)(C)CC1=NCc1ccccc1	9%	1%	-13%	i	5%	4%	-5%	u	14%
CC(=O)N=Nc1[nH]c(N)c2ccccc12	-20%	-1%	i	i	-4%	2%	3%	10%	-11%
O=C(Cc1ccccc1)NCC(=O)Nc1cc(Cl)ccc1Cl	10%	-2%	-11%	i	9%	4%	-12%	u	-36%
CNc1c(NS(=O)(=O)c2ccc(OC)cc2)c(=O)oc2ccccc12	-21%	1%	i	i	-3%	-4%	-2%	-6%	14%
COc1ccc2c(c1)c1c(c(=O)n(-c3ccc(C)cc3)c(=O)n1CC(=O)N1CCCC1)n2C	5%	x	i	x	0%	x	-14%	6%	12%
CC(C)(C)c1ccc(-c2nnc(SCC(=O)c3ccc4c(c3)OCCO4)o2)cc1	0%	-1%	-20%[57.5 µM]	i	-1%	1%	8%	0%	-5%
CCOC(=O)c1cc(-c2ccccc2)n(CCC(=O)O)c1C	2%	-2%	-14%[57.5 µM]	i	7%	-3%	7%	2%	-6%
O=C(CCc1nc2ccccc2s1)OCc1ccccc1F	12%	4%	i	i	5%	17%	-23%	-2%	14%
COc1ccc(NCc2nnc(SCCN3CCCCC3)n2-c2ccc(C)cc2)cc1	10%	1%	-23%	i	-1%	7%	-4%	-29%	-18%
CC(C)CC(NC(=O)C(NC(=O)OC(C)(C)C)C(C)C)C(N)=O (configuration not stated)	1%	-6%	i	i	5%	2%	-10%	5%	1%
COc1ccccc1OCC(=O)NCC1CCCN(Cc2cnn(C(C)C)c2)C1 (configuration not stated)	11%	0%	i	i	8%	-1%	-15%	5%	9%
Cc1oc(=O)cc(OCc2ccccc2)c1C	u	-2%	i	i	1%	-2%	-9%	5%	-25%
COc1ccc2nc(SCc3nc(N)nc(Nc4ccccc4)n3)[nH]c2c1	-7%	2%	-5%[57.5 µM]	-102%*	-11%	-11%	13%	66%[activator]	37%
COc1ccc2nc(SCc3cccc(C)c3)nc(C)c2c1	21%	-7%	-14%	i	7%	4%	10%	u	x
COCc1nnc(NC(=O)c2cc(OC)c(OC)c(OC)c2)s1	-4%	x	-25%	x	13%	x	-15%	5%	-11%
CCCCSc1nc2c(cc1C#N)CCC2	-5%	-4%	-15%[57.5 µM]	i	3%	12%	25%	0%	11%
CCCOc1ccc(NC(N)=O)cc1OCCC	8%	1%	-52%[inhibitor]	i	-20%	8%	15%	-10%	9%
COc1cccc(-n2c(SCC(=O)Nc3cc(C)ccc3C)nc3c(oc4ccccc43)c2=O)c1	u	x	-1%	x	-10%	x	3%	-11%	3%
CN1CCN(NC(=O)c2cccc(F)c2)CC1	-12%	0%	u	i	-1%	-3%	-10%[9.22 µM]	-1%	-24%
OC(c1ccccc1)c1nc(-c2csc3ccccc23)cs1 (configuration not stated)	u	x	-4%	i	1%	23%	u	u	24%
Cc1ccc(C23CC4CC(CC(C(=O)NC(C)C)(C4)C2)C3)cc1	u	0%	-16%	i	14%	10%	32%	u	2%
O=c1cc(/C=C/c2cccs2)[nH]c2ccccc12	-18%	-2%	-3%[57.5 µM]	i	-21%	1%	-10%	4%	22%
Cc1ccc(N2CN(Cc3ccco3)CNC2=S)cc1	14%	1%	i	i	3%	1%	9%	4%	21%
Cn1c(N)c(C(=O)COC(=O)c2cc(C3CC3)nc3ccccc23)c(=O)n(C)c1=O	3%	-2%	i	i	6%	3%	-2%	16%	-2%
CC(=O)Nc1ccc2c(c1)C(=O)c1cccc(C(=O)O)c1-2	8%	x	-6%	i	4%	-7%	-17%	9%	x
CC(C)(C)OC(=O)N1CCC(CC2CC(c3cccc(Br)c3)=NO2)(C(=O)O)CC1 (configuration not stated)	u	-2%	-11%	i	10%	-13%	-1%	-20%	43%
CN(CC(=O)NC1CCCc2ccccc21)C1CCCCC1 (configuration not stated)	13%	0%	u	i	4%	5%	-14%	u	9%
Cc1ccc(S(=O)(=O)N2CCCc3cc(NC(=O)c4c(F)cccc4F)ccc32)cc1	21%	-5%	-42%&-11%[inhibitor]	i	5%&0%	-2%	3%&-9%	u	u
Cc1ccc(S(=O)(=O)N2CCN(S(C)(=O)=O)C2c2ccccc2)cc1 (configuration not stated)	16%	-3%	i	i	-9%	8%	19%	-23%	2%
Cc1c2cnn(-c3ccccc3)c(=O)c2c(C)n1CCCC(=O)N1CCN(c2ncccn2)CC1	28%	-1%	-19%[57.5 µM]	i	-13%	3%	-18%	5%	36%
COc1ccccc1C(=O)N1c2ccccc2Sc2ccccc21	22%	-4%	-17%	i	-20%	u	-5%	u	28%
COc1ccc(OCCCN2CCCC(C)C2)cc1 (configuration not stated)	-9%	1%	-2%	i	-9%	-7%	-20%	7%	-12%
COCCCNC(=O)CSC1=Nc2ccccc2C2=NC(Cc3c[nH]c4ccccc34)C(=O)N12 (configuration not stated)	24%	-1%	i	i	-4%	1%	13%	1%	22%
CC1CCN(CCCn2c(SCC(=O)Nc3ccccc3Cl)nc3ccccc3c2=O)CC1	-23%	0%	i	i	u	0%	-21%	u	28%
N=C1c2ccccc2CN1NC(=O)COc1ccc(Cl)cc1	16%	1%	-22%	i	16%	-5%	7%	-1%	-27%
O=C(CNC(=O)c1ccc2ccccc2c1)NC1CCCCC1	0%	-1%	-5%	i	16%	8%	18%	-15%	13%
O=C(COC(=O)C1CC1)NCCc1ccc(Cl)cc1	-6%	-3%	i	i	-11%	-3%	1%	2%	-5%
CSc1nc2ccccc2c(=O)n1Cc1ccc(F)cc1	-8%	0%	i	i	-8%	-3%	-12%	u	1%
CC(C)N(C)Cc1nnnn1CC(=O)N(C)Cc1ccc(F)cc1	-19%	-1%	i	i	-2%	5%	-10%	17%	-17%
Cc1cccc(N(C)S(=O)(=O)c2cc3c(cc2Cl)NC(=O)CO3)c1	30%[9.22 µM]	x	-21%	x	-5%	x	-5%	-16%	-5%
O=C(COC(=O)c1ccc(Cl)cc1O)NC(=O)C1CCCCC1	u	-1%	-19%	i	7%	1%	-3%	13%	-3%

As a working copy, two of the compounds above:
SMILES	TDP-43 yeast inh	Mm-Cpn inhibitor	PTHR1 ag	Akt phos inh	GLP1R cytotox	aSyn yeast inh	Abeta yeast res	GLP1R inv ag	FUS suppressor
CC(C)N(C)Cc1nnnn1CC(=O)N(C)Cc1ccc(F)cc1	-19%	-1%	i	i	-2%	5%	-10%	17%	-17%
Cc1cccc(N(C)S(=O)(=O)c2cc3c(cc2Cl)NC(=O)CO3)c1	30%[9.22 µM]	x	-21%	x	-5%	x	-5%	-16%	-5%

As entered above.
GLP1R cytotox, CSc1nc2ccccc2c(=O)n1Cc1ccc(F)cc1 → -8%
GLP1R cytotox, N=C1c2ccccc2CN1NC(=O)COc1ccc(Cl)cc1 → 16%
GLP1R inv ag, Cc1cccc(N(C)S(=O)(=O)c2cc3c(cc2Cl)NC(=O)CO3)c1 → -16%
aSyn yeast inh, O=C(COC(=O)C1CC1)NCCc1ccc(Cl)cc1 → -3%

Assay outcomes as filed in PubChem BioAssay.

Not all compounds are listed, so the mix of outcomes need not match the whole.
